IkB sig inh: IkB pathway inhibition in ABC-DLBCL cells; ABC-DLBCL IkBa-CBG/CBR dual luciferase ratio, 4 h; response scale: scaled: untreated 0%, proteasome inhibitor 100%; Potency, µM (highest dose often 57.1 µM), without a hit: at the highest dose IkBa stabilization activation; actives 0.04% (n = 110,000); AID 445; active = well fitted curve in the direction sought with a large enough effect in the signal ratio, not every such curve was filed as active; inconclusive = small, poorly fitted or top-dose-only effect, or a change in a side signal; the % refers to the signal ratio;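 note: the direction sought is a rising ratio; 0% = basal untreated cells and 100% = reference inhibitor full response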
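Luminescence ratio of IκBα-fused green versus native red beetle luciferase in OCI-Ly3 cells, 4 h post-doxycycline with compound; red signal alone, scaled from basal (0%) to zero light (-100%), flagged nonspecific or cytotoxic effects.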
p53ts 32C kill: kills p53ts cells at the permissive temperature. H1299-p53A138V at 32C, ATP luminescence viability, 24 h. Potency, µM (highest dose often 46.1 µM), for inactives: top-dose activity change, negative = cytotoxicity, actives largely listed as cytotoxic. actives 0.93% (n = 130,000);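 note: 0% = DMSO and -100% = full killing by reference compound; nearly all actives have a fitted effect of over 55% in size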
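H1299-p53 A138V cells (temperature-sensitive p53) exposed 24 h to up to 46 uM compound at 32C, where p53 is wild-type in conformation. Viability read as ATP luminescence and normalised to DMSO and 100 uM tamoxifen. AC50 fitted with the Hill equation.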
Peg3 imprint: genomic imprint erasure induction; mouse ES Peg3-LacZ reporter, beta-gal luminescence, 40 h; Potency, µM (titrated, usually from 60.7 µM), for the others: top-dose activity change, positive = activation, most hits filed as activators; actives 0.02% (n = 110,000);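 note: 0% = negative control wells on the plate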
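Each well holds 300 Peg3LacZ-Neo (maternal) female ES cells incubated 40 h at 37C, 5% CO2. LacZ is measured by BetaGlo luminescence, with AC50 and maximum efficacy derived from dose-response curves.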
p53ts 39C tox: cytotoxicity in p53ts cells at nonpermissive temperature; actives 1.5% (n = 130,000); Potency, µM (top dose mostly 46.1 µM), for inactives: top-dose activity change, negative = cell killing, most hits filed as cytotoxic; AID 902; H1299-p53A138V viability at 39C, ATP luminescence, 24 h; note: nearly all actives have a fitted effect of over 55% in size
* marks the source's active call; other numbers are inactive results; u = inconclusive; x = no result given; [ ] = dose if it differs, or a comment. Unless noted, calls come from the whole dose curve; as a rule, active = well fitted curve in the direction sought with a large enough effect; inconclusive = small, poorly fitted or top-dose-only effect, or another doubt; inactive = no such curve, though single readings can be large; an effect the other way counts as inactive or inconclusive. Unless noted, % is set by controls: 0 for no effect and ±100 for the full control effect; potency is the fitted concentration of half-maximal effect.

SMILES | IkB sig inh | p53ts 32C kill | Peg3 imprint | p53ts 39C tox
CCOC(=O)c1cc(-c2ccc(C)cc2)n(CC(=O)Nc2ccc(OC)c(Cl)c2)c1C | -0.8% | u | -31.5%[inhibitor][10.9 µM] | 7.94µM*
CN1CCN(c2ncc3nc(-c4cccc(C#N)c4)c(=O)n(Cc4ccc(F)cc4)c3n2)CC1 | 0.3%[11.4 µM] | u | -42.9%[inhibitor] | -26.1%
O=C(c1ccco1)N1CCN(C(c2ccccc2Cl)c2nnnn2CC2CCCO2)CC1 (stereo not drawn) | 0.5% | -2.6% | 13.0% | -5.3%
CC1(C)Cc2c(sc(/N=C/N3CCOCC3)c2C#N)C(C)(C)N1 | x | -3.5% | x | -4.0%
O=C(CN1CCN(S(=O)(=O)c2ccc(Br)cc2)CC1)Nc1ccc2c(c1)OCCO2 | x | 2.1% | x | 10.7%
Cc1c(NC(=O)Nc2ccccc2Cl)sc(=S)n1C | -1.5% | 18.2% | -5.9% | 0.7%
CCCCNC(=O)CN1C(=O)CSc2ccc(S(=O)(=O)N3CCC(C)CC3)cc21 | u | 6.8% | -7.8%[10.9 µM] | 5.3%
Fc1ccc(-c2noc3ncnc(N4CCN(c5ccccc5)CC4)c23)cc1 | u | -2.9% | -5.0%[10.9 µM] | -9.2%
Cc1cccc(CNC(=O)C2CCN(S(=O)(=O)c3ccc4c(c3)CCCN4C(=O)C3CCC3)CC2)c1 | 1.7% | 9.7% | -4.2%[10.9 µM] | -26.7%
CCC(=O)N1CCc2cc(Br)cc(S(=O)(=O)NCc3cccc(OC)c3)c21 | 0.9% | 10.1% | -9.3%[10.9 µM] | 37.1%[activator]
COC(=O)C1=C(C)NC(=O)NC1c1cn(-c2ccccc2)nc1-c1ccc(OC)c(Cl)c1 (stereo not drawn) | 1.4% | 20.0% | 11.1%[10.9 µM] | 11.6%
CN(C)C(=O)CSc1nnc(CCN)o1 | 2.3% | -1.7% | 24.5% | 2.4%
COc1ccc(-c2nnc(SCC(=O)N(Cc3ccccc3)C(C)(C)C)o2)cc1OC | 1.9% | 6.7% | x | 8.6%
Cc1ccc(NC(=O)Cn2c(=O)nc(-c3ccccc3)c3ccccc32)cc1 | u | -7.7% | -7.4%[10.9 µM] | -27.7%
Cn1c(=O)c2c(SCC(=O)NCC3CCCO3)nc(-c3ccccc3F)nc2n(C)c1=O (stereo not drawn) | u | -16.3% | 18.2%[10.9 µM] | 21.8%
COc1cc(CNc2ccc(C)c(C)c2)cc(OC)c1OC | -1.0% | 13.0% | -12.0% | -2.9%
Cc1ccc(-c2cn3c(n2)sc2cc(C(=O)NC(C)C45CC6CC(CC(C6)C4)C5)ccc23)cc1 (stereo not drawn) | 0.5% | -1.8% | -9.8%[10.9 µM] | -12.7%
Cc1cccc(N(CC(=O)NCCSCc2cccc(Cl)c2)S(=O)(=O)c2ccccc2)c1C | u | -2.7% | -13.6%[10.9 µM] | -11.2%
CCN(CC)S(=O)(=O)c1ccc(NC(=O)CSc2nnc(-c3ccc(F)cc3)o2)cc1 | 0.5% | -1.9% | -30.0%[inhibitor] | 3.9%
COc1cccc2c1cc1c(=O)n(CC(=O)N3CCN(c4cccc(Cl)c4)CC3)nc(C)n12 | -2.5% | -0.8% | -4.4%[10.9 µM] | -13.9%
CC1=CC(C)(C)N2C(=O)C3(N=C(N)NC(Nc4ccccc4)=N3)c3cc(C)cc1c32 (stereo not drawn) | 2.1% | u | -5.5% | u
COc1ccc(CNC(=O)CN(C)S(=O)(=O)c2ccc3nc(C)sc3c2)cc1 | -0.8% | -0.4% | 3.3%[10.9 µM] | 1.2%
CNS(=O)(=O)c1ccc(OC)c(-c2nnc3c4ccccc4c(C)nn23)c1 | -4.1% | 8.5% | -4.9%[10.9 µM] | 13.1%
C=CCn1c(=O)c(C(=O)Nc2ccccc2C(=O)OCC)c(O)c2ccccc21 | u | 9.6% | 0.5% | -17.2%
NC(=O)c1sc2nc3c(c(-c4ccco4)c2c1N)CCC3 | -3.6% | 11.1% | -13.7% | 17.4%

(list continues)
SMILES | IkB sig inh | p53ts 32C kill | Peg3 imprint | p53ts 39C tox
COCC(=O)N(Cc1cc2cc(OC)ccc2[nH]c1=O)c1ccccc1OC | 2.6% | 5.4% | -4.8% | 2.6%
Cn1c(=O)c2c(nc(Sc3nc4ccccc4n3CC(=O)N3CCCCC3)n2C)n(C)c1=O | 5.5% | 60.0%[activator] | x | 3.1%
O=C1c2oc3ccccc3c(=O)c2C(c2cccc(O)c2)N1CCCN1CCOCC1 (stereo not drawn) | -2.1% | 12.1% | -11.4% | 18.1%
O=C(Cn1cc2c(n1)CCCC2)N1CCc2ccccc21 | -1.1% | 7.2% | -9.6% | 7.8%
COc1ccc(C(=O)NCc2nc3ccccc3[nH]2)cc1OC | 3.5% | -1.9% | -7.1% | 5.7%
O=S(=O)(NCCc1csc2nc(-c3ccc(F)cc3)nn12)c1ccc(Br)cc1 | -0.2% | -3.9% | -12.0%[10.9 µM] | -11.2%
CCCCc1ccc(NC(=O)OC)cc1 | -1.4% | -8.5% | 4.2% | -1.9%
CCN(CC)CC(=O)c1c[nH]c2ccccc12 | u | 0.8% | -6.8% | -4.6%
CN(CCc1ccc(Cl)c(Cl)c1)CCN1CCCC1 | 1.7% | -9.6% | -11.5% | u
Cc1cccc(OCC(=O)Nc2ccc(N3CCN(S(C)(=O)=O)CC3)cc2)c1 | -0.7% | 14.7% | 9.7% | 3.0%
Nc1nncn1C(=O)c1ccccc1Cl | 7.3% | -0.3% | 2.0% | 2.2%
Cc1noc(C)c1-c1cc(NCc2cccnc2)ncn1 | 0.8%[11.4 µM] | 7.7% | u | -1.2%
Cc1ccc(C(=O)NCC(c2ccc3c(c2)OCO3)N2CCN(c3ccc(F)cc3)CC2)cc1 (stereo not drawn) | u | 5.1% | 16.7%[10.9 µM] | -23.8%
O=[N+]([O-])c1ccc(NCCO)c(OCCO)c1 | 0.1% | -6.4%[1.84 µM] | -8.5% | 6.5%
CCCc1nc(SC2CCCC2)c2c(=O)n(C)c(=O)n(C)c2n1 | 0.8% | -6.5% | -2.1% | 0.5%
O=C(CSc1nnc2c(n1)[nH]c1ccc(F)cc12)OCc1ccccc1 | u | -4.6% | 5.8% | -5.1%
O=C1c2ccccc2C(=O)c2c(Nc3ccc4c5c(cccc35)C(=O)c3ccccc3-4)cccc21 | 1.2%[11.4 µM] | 3.8%[9.22 µM] | -3.6%[10.9 µM] | -18.7%[9.22 µM]
CCCCc1nnc(SCc2ccc(OCC)cc2)n1N | 1.6% | 1.0% | -10.2% | 7.0%
O=C(NCC(=O)N(Cc1cccs1)C(C(=O)NC1CCCCC1)c1ccco1)c1cccs1 (stereo not drawn) | x | 5.1% | x | 5.4%
COc1cccc(N2CCN(S(=O)(=O)c3ccc(-c4cc(C(F)(F)F)on4)s3)CC2)c1 | -2.0% | -1.8% | -7.1%[10.9 µM] | -0.3%
CCOc1ccc(NC(=O)C2CCCN(S(=O)(=O)c3c(C)noc3/C=C/N(C)C)C2)cc1 (stereo not drawn) | u | 22.5% | -11.3%[10.9 µM] | 34.1%[activator]
CCOC(=O)C(NS(=O)(=O)c1ccc(Br)cc1)C(C)C (stereo not drawn) | 1.3% | 2.1% | 9.3% | 1.7%
FC(F)(F)c1ccc(N2CCN(c3ncnc4c3nnn4Cc3ccccc3Cl)CC2)cc1 | x | -7.0% | x | -1.9%
CC1CCCC(NC(=O)COC(=O)Cc2cn3ccsc3n2)C1C (stereo not drawn) | 1.1% | -1.1% | u | 1.7%
O=C(c1nn(Cc2ccccc2)c(=O)c2ccccc12)N1CCN(c2ccccn2)CC1 | u | 6.6% | -15.0% | -0.7%

(continued)
SMILES | IkB sig inh | p53ts 32C kill | Peg3 imprint | p53ts 39C tox
CS(=O)(=O)Nc1ccc(Nc2c3ccccc3nc3ccccc23)cc1 | 1.2%[11.4 µM] | -0.9%[9.22 µM] | -15.0%[10.9 µM] | 3.2%[9.22 µM]
CCc1nnc(NC(=O)CCC(=O)N2CCN(Cc3ccc(Cl)cc3)CC2)s1 | 2.1% | 1.3% | -30.5%[inhibitor] | -5.9%
CCOC(=O)c1c(NC(=O)CN(CC)CC)sc2c1CCN(C(=O)OCC)C2 | x | -2.8% | x | -11.6%
CCOC(=O)N1CCN(C(=O)CCc2nc3sc4c(c3c(=O)[nH]2)CCCC4)CC1 | -0.4% | -2.3% | -5.0% | 12.7%
Nc1nc(Cc2ccccc2)nc(Cc2ccccc2)c1-c1ccccc1 | -0.8%[11.4 µM] | -0.9%[9.22 µM] | 2.6%[10.9 µM] | -2.3%[9.22 µM]
O=C(CN1C(=O)C2C3c4ccccc4C(c4ccccc43)C2C1=O)N1CCOCC1 (stereo not drawn) | -0.1% | -0.5% | 12.3% | 7.8%
CC(=O)Nc1nc2ccc(C(=O)NC3CCCCC3)cc2s1 | x | -5.9% | x | 4.3%
COC(=O)[C@@]1(Cc2ccc(F)cc2)[C@H]2c3cc(C(=O)N(C)C)n(Cc4cc(F)c(F)c(F)c4)c3C[C@H]2CN1C(=O)c1ccccc1 | x | 0.0% | -1.7% | 4.0%
CCn1c(SCC(=O)c2ccccc2)nnc1-c1cccc(Cl)c1 | -1.5% | -2.2% | -2.2%[10.9 µM] | -2.0%
Cc1oc2c(c(C)cc3oc(=O)c(CC(=O)NCc4ccc(F)cc4)c(C)c32)c1C | 2.8% | 0.6% | -3.8%[10.9 µM] | -9.3%
O=C(c1cccc(F)c1)N1CCN(S(=O)(=O)c2ccc(C(F)(F)F)cc2)CC1 | 1.3% | -0.1% | -5.9% | -4.1%
Cc1ccc(NC(=O)CN(C)S(=O)(=O)c2ccc3c(c2)n(C)c(=O)c(=O)n3C)cc1F | -0.1% | -6.1% | u | -1.3%
CCOC(=O)c1ccccc1NC(=O)CSc1nccn1Cc1ccco1 | u | -2.5% | -3.2%[10.9 µM] | -20.1%
COc1ccc(Cl)cc1-c1nc(-c2ccncc2)no1 | -4.5% | 12.8% | -0.6% | 8.8%
Cc1nc2nc(C)c(CCC(=O)NCCC3=CCCCC3)c(C)n2n1 | 0.5% | -5.3% | -9.7% | -2.5%
Cc1cc(=O)n(-c2ccc(O)cc2)[nH]1 | -5.3% | 7.5% | -12.3% | -5.2%

An excerpt of these results, as tab-separated lines:
mol	IkB sig inh	p53ts 32C kill	Peg3 imprint	p53ts 39C tox
CCOC(=O)c1cc(-c2ccc(C)cc2)n(CC(=O)Nc2ccc(OC)c(Cl)c2)c1C	-0.8%	u	-31.5%[inhibitor][10.9 µM]	7.94µM*
CN1CCN(c2ncc3nc(-c4cccc(C#N)c4)c(=O)n(Cc4ccc(F)cc4)c3n2)CC1	0.3%[11.4 µM]	u	-42.9%[inhibitor]	-26.1%
O=C(c1ccco1)N1CCN(C(c2ccccc2Cl)c2nnnn2CC2CCCO2)CC1 (stereo not drawn)	0.5%	-2.6%	13.0%	-5.3%
CC1(C)Cc2c(sc(/N=C/N3CCOCC3)c2C#N)C(C)(C)N1	x	-3.5%	x	-4.0%
O=C(CN1CCN(S(=O)(=O)c2ccc(Br)cc2)CC1)Nc1ccc2c(c1)OCCO2	x	2.1%	x	10.7%
Cc1c(NC(=O)Nc2ccccc2Cl)sc(=S)n1C	-1.5%	18.2%	-5.9%	0.7%
CCCCNC(=O)CN1C(=O)CSc2ccc(S(=O)(=O)N3CCC(C)CC3)cc21	u	6.8%	-7.8%[10.9 µM]	5.3%
Fc1ccc(-c2noc3ncnc(N4CCN(c5ccccc5)CC4)c23)cc1	u	-2.9%	-5.0%[10.9 µM]	-9.2%
Cc1cccc(CNC(=O)C2CCN(S(=O)(=O)c3ccc4c(c3)CCCN4C(=O)C3CCC3)CC2)c1	1.7%	9.7%	-4.2%[10.9 µM]	-26.7%
CCC(=O)N1CCc2cc(Br)cc(S(=O)(=O)NCc3cccc(OC)c3)c21	0.9%	10.1%	-9.3%[10.9 µM]	37.1%[activator]
COC(=O)C1=C(C)NC(=O)NC1c1cn(-c2ccccc2)nc1-c1ccc(OC)c(Cl)c1 (stereo not drawn)	1.4%	20.0%	11.1%[10.9 µM]	11.6%
CN(C)C(=O)CSc1nnc(CCN)o1	2.3%	-1.7%	24.5%	2.4%
COc1ccc(-c2nnc(SCC(=O)N(Cc3ccccc3)C(C)(C)C)o2)cc1OC	1.9%	6.7%	x	8.6%

Screening results (PubChem BioAssay)
